# FLuc counter: firefly luciferase modulation, counter-screen for miR-21 project; AID 588342; purified FLuc, Km substrates, luminescence inhibition; 360,000 tested, 6.9% active; Potency, µM (highest dose often 57.5 µM), for inactives: at the top dose activity change, negative = inhibition, actives largely listed as inhibitors;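 further: plate controls were vehicle for no effect and reference inhibitor for full effect; nearly all actives have a fitted effect of over 55% in size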
# Target sequence (P08659 whole entry, looked up): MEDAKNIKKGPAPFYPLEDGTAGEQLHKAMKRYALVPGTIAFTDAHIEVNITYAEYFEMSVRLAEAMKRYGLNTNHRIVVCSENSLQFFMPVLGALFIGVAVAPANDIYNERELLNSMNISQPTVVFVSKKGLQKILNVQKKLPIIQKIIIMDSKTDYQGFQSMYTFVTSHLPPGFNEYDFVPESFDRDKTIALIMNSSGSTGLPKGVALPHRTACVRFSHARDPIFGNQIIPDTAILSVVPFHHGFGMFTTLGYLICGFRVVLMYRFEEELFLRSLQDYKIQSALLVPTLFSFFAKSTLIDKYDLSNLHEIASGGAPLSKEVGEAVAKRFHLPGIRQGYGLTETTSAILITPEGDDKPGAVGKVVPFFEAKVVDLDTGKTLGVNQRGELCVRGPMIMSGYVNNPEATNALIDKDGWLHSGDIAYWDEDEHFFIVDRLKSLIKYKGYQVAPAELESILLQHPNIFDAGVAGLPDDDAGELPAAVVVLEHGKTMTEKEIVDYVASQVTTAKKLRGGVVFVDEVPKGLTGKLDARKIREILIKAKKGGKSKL
#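 Biochemical qHTS of compounds, final roughly 60 µM downward over six points, against 10 nM purified firefly luciferase using Km concentrations of substrates (10 uM D-luciferin, 10 uM ATP) in Tris acetate pH 7.5 buffer; luminescence output.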
# BRCA1 expr act: activators of BRCA1 expression; MCF7-BRCA1-FFLuc reporter, luminescence, 48 h; response scale: scaled: vehicle 0%, 10 µM genistein 100%; Potency, µM (doses to about 46.1 µM), inactives show at the highest dose activation, actives largely listed as activators; 380,000 tested, 1.1% active; AID 624202; further: nearly all actives have a fitted effect of over 80% in size; some results filed as inactive show a strong effect at the top dose
#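 Using MCF7 cells harboring a BRCA1 firefly luciferase reporter, plated 2 h before compound pinning, the screen measured luminescence after 48 h incubation. Responses were normalized to DMSO and 10 microM genistein, then fitted for concentration-effect.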
# Numbers without * were called inactive; ? = inconclusive. The call rests on the fitted dose curve; in most records, active means well fitted curve in the direction sought with a large enough effect; inconclusive means small, poorly fitted or top-dose-only effect, or another doubt; inactive means no such curve, though single readings can be large; an effect the other way counts as inactive or inconclusive. Potency means the concentration at half of the fitted maximal effect. Some of the compounds tested; rates above refer to the full screens.
SMILES,FLuc counter,BRCA1 expr act
COc1ccc(OCc2nc(-c3ccc(OC)c(OC)c3)no2)cc1,-15.7%,-23.3%
O=C(Nc1ccc(F)cc1)c1oc2ccccc2c1NC(=O)C1CCCCC1,-3.1%,4.9%
COc1ccc(NC(=O)Cn2c(=O)n(CC(=O)NCCc3ccccc3)c(=O)c3ccccc32)cc1,1.5%,-1.8%
COc1cc(NS(=O)(=O)c2cccs2)cc(OC)c1,-3.2%,11.9%
CCOc1ccc(NC(=O)CSc2nccn2-c2cccc(C)c2C)cc1,-2.9%,-34.5%
COc1cccc(Cn2c(=O)n(-c3ccc(Br)cc3F)c(=O)c3sc4ccccc4c32)c1,-1.7%,-6.5%
CCN(CC)C(=O)c1ccc2c(c1)N(Cc1c(F)cccc1Cl)C(=O)c1ccccc1S2,-1.2%,-17.2%
Cc1ccc(Cl)cc1N1CCN(CCNC(=O)Nc2ccccc2Cl)CC1,4.4%,0.0%
COc1ccccc1C(=O)NCCn1cc(SCc2ccc(C)cc2)c2ccccc21,-1.9%,-45.2%
Cc1c(NC(=O)c2nc3ccccc3nc2N2CCCCC2)cccc1[N+](=O)[O-],-8.9%,4.3%
CCNc1ccc(-c2nc(-c3ccncc3)no2)cc1[N+](=O)[O-],-11.9%,29.5%
Cc1cc(N2CCC(C(=O)N(CC(C)C)CC(C)C)CC2)n2nc(C)c(-c3ccc(Cl)cc3)c2n1,1.4%,-5.1%
Cc1ccc(NC(=O)Cn2c(=O)n(CCCCC(=O)NCCc3ccc(Cl)cc3)c(=O)c3ccccc32)cc1,1.0%,11.9%
Cc1cc(C)c(NC(=O)CSc2ccnc(=O)[nH]2)c(C)c1,3.6%,-6.5%
CCOC(=O)c1ccc(N2C(=O)c3n[nH]c(-c4ccco4)c3C2c2ccc(O)cc2)cc1 (stereo unspecified),-11.5%,-71.7%

# A portion from the list above:
SMILES,FLuc counter,BRCA1 expr act
Cc1c(NC(=O)c2nc3ccccc3nc2N2CCCCC2)cccc1[N+](=O)[O-],-8.9%,4.3%
CCNc1ccc(-c2nc(-c3ccncc3)no2)cc1[N+](=O)[O-],-11.9%,29.5%
Cc1cc(N2CCC(C(=O)N(CC(C)C)CC(C)C)CC2)n2nc(C)c(-c3ccc(Cl)cc3)c2n1,1.4%,-5.1%

# Of the compounds above, six have a halogen:
SMILES,FLuc counter,BRCA1 expr act
O=C(Nc1ccc(F)cc1)c1oc2ccccc2c1NC(=O)C1CCCCC1,-3.1%,4.9%
COc1cccc(Cn2c(=O)n(-c3ccc(Br)cc3F)c(=O)c3sc4ccccc4c32)c1,-1.7%,-6.5%
CCN(CC)C(=O)c1ccc2c(c1)N(Cc1c(F)cccc1Cl)C(=O)c1ccccc1S2,-1.2%,-17.2%
Cc1ccc(Cl)cc1N1CCN(CCNC(=O)Nc2ccccc2Cl)CC1,4.4%,0.0%
Cc1cc(N2CCC(C(=O)N(CC(C)C)CC(C)C)CC2)n2nc(C)c(-c3ccc(Cl)cc3)c2n1,1.4%,-5.1%
Cc1ccc(NC(=O)Cn2c(=O)n(CCCCC(=O)NCCc3ccc(Cl)cc3)c(=O)c3ccccc32)cc1,1.0%,11.9%

# More entries
SMILES,FLuc counter,BRCA1 expr act
CCc1ccc(C(=O)c2cn(CC(=O)Nc3cccc(OC)c3)c3cc4c(cc3c2=O)OCO4)cc1,-2.0%,0.0%
COc1ccccc1CNC(=O)CC(c1ccc(OC)c(OC)c1)N1Cc2ccccc2C1=O (stereo unspecified),-1.3%,-16.3%
Cc1cc(OCC(=O)Nc2ncn[nH]2)c(C)c(C)c1Br,-0.2%,18.2%
COc1cc(NC(=O)CSc2ncc(S(=O)(=O)c3ccc(Br)cc3)c(=O)[nH]2)cc(OC)c1,?,-39.9%
CCOc1ccc(Nc2nc(C)c(NC(=O)c3cccc(OC)c3)c(Nc3ccc(OCC)cc3)n2)cc1,-15.0%,-13.4%
COc1cc2c(c(OC)c1)C(c1cccc(F)c1F)CC(=O)N2 (stereo unspecified),-2.6%,-12.5%
Clc1cccc(N2CCN(c3nc4ccccc4n4cnnc34)CC2)c1,-8.9%,-12.4%
COc1ccc(NC(=O)C2=C(C)Nc3ncnn3C2c2cccn2C)cc1 (stereo unspecified),0.7%,7.6%
Cn1c(=O)n(C)c2cc(N3CCCC3)c(NC(=O)Nc3ccccc3)cc21,2.5%,-33.7%
CCc1ccccc1NC(=O)CCNS(=O)(=O)c1ccc2c(c1)CCCC(=O)N2,-1.9%,-12.6%
Cc1sc2ncn(CC(=O)N(C)c3ccc(Br)cc3)c(=O)c2c1S(=O)(=O)N1CCC(C)CC1,-10.7%,-0.7%
COc1ccc(C2NC(=O)N(C)C3=C2C(=O)N(c2cccc(C(=O)O)c2)C3)cc1 (stereo unspecified),-18.4%,47.5%
Cc1cc(F)ccc1NC(=O)CN1C(=O)CCc2cc(S(=O)(=O)N3CCOCC3)ccc21,-1.3%,16.2%
CCc1nn2c(-c3ccccc3OC)ccnc2c1-c1ccccc1,-16.4%,0.0%
COc1ccccc1-c1noc(-c2ccc(NC3CCCC3)c([N+](=O)[O-])c2)n1,?,0.1%
Clc1ccc(-c2nnn3c2nc(NCc2ccc4c(c2)OCO4)c2ccccc23)cc1,-5.3%,-8.4%
COc1cc(C(CC(=O)NCCC(C)C)N2Cc3ccccc3C2=O)cc(OC)c1OC (stereo unspecified),-0.1%,-0.2%
CCc1ccc2c(c1)c(=O)c(S(=O)(=O)c1ccccc1)cn2CC(=O)Nc1ccc(OC)cc1,-1.9%,-6.9%
CC(=O)c1ccc(NC(=O)CSc2nnc(-c3ccncc3)n2-c2ccccc2)cc1,-2.9%,3.4%
Cc1ccc(C(=O)c2oc3ccccc3c2NC(=O)COc2ccccc2Cl)cc1,-3.9%,4.4%
CCc1ccc(CNC(=O)c2cc3c(s2)-c2ccccc2OC3)cc1,-7.1%,5.2%
CCNC(=O)CCSc1nnc(-c2ccc(O)cc2)o1,-17.3%,13.7%
Cc1ccc(N2C(=O)N(CC(=O)C(C)(C)C)c3ccccc3S2(=O)=O)cc1C,-5.0%,0.0%
Cc1ccc(-c2nc(C(=O)NCc3ccc(Cl)cc3)c3n2CCCCC3)cc1,-12.7%,-54.9%
Cc1ccc(C)c(CNC(=O)CN2C(=O)CSc3ccc(S(=O)(=O)N(C)C)cc32)c1,-15.9%,-5.8%
Cn1c(=O)c2c(-c3ccc(Br)cc3)n(CCc3ccccc3)cc2n(C)c1=O,-12.7%,1.4%
Cc1ccccc1-c1nc(CS(=O)(=O)CC(=O)Nc2cccc(C(F)(F)F)c2)c(C)o1,-14.3%,-25.9%
CCc1ccc(N2C(=O)CS(=O)(=O)C23C(=O)N(Cc2ccccc2F)c2ccccc23)cc1 (stereo unspecified),3.4%,4.4%
Cc1ccc(NC(=O)Cn2c(SCc3cccc(F)c3)nc3ccncc32)c(C)c1,3.5%,11.6%
CCOc1ccc(OCC)c(NC(=O)c2nnn(CC(=O)Nc3cc(Cl)ccc3OC)c2N)c1,-6.6%,-14.8%
CCOC(=O)C1CCN(c2nc3ccccc3nc2Cl)CC1,-4.5%,-6.9%
COc1ccc(-c2nn(-c3ccccc3)cc2C(=O)Nc2ccccc2OC)cc1,-0.3%,-22.9%
COc1ccc(-n2c(=O)c3c(c4cc(OC)ccc4n3C)n(Cc3cccc(C)c3)c2=O)cc1,-0.9%,-15.1%
COc1cc(OC)c(N(C)C(=O)c2cc3c(=O)oc4ccccc4c3s2)cc1Cl,-0.8%,0.9%
Cc1ccc2cccc(NC(=O)C(C)(C)Oc3ccc(Br)cc3)c2n1,-0.4%,-10.1%
COc1ccc(N2CCN(C(=O)CCNS(=O)(=O)c3ccc4c(c3)CCN4C(=O)C3CC3)CC2)cc1,-5.3%,-13.4%
COc1ccccc1CNC(=O)CCc1c(C)nc2cc(-c3ccc(Cl)cc3)nn2c1C,6.1%,-12.2%
CCC(C(=O)Nc1cc(Cl)ccc1OC)n1nc(-c2ccccc2)ccc1=O (stereo unspecified),-12.5%,-50.4%
CN(C(=O)CSc1nc2ccccc2n1Cc1ccccc1C#N)c1ccccc1,-8.8%,0.0%
CCc1ccccc1N(C)C(=O)c1cn(CC(C)C)c(=O)c2cc(OC)c(OC)cc12,2.0%,-16.6%
Cc1cccc(CSc2ncc(Cl)c(C(=O)Nc3sc4c(c3C#N)CCCC4)n2)c1,-9.0%,13.2%
COc1ccc(-c2nnc(SCC(=O)c3ccc([N+](=O)[O-])cc3)o2)cc1OC,1.3%,13.1%
COc1ccc(-n2c(=O)c3c4c(sc3n(Cc3cc(=O)n5c(C)cccc5n3)c2=O)CCC4)c(OC)c1,-3.1%,-31.7%
CCOc1ccccc1NC(=O)CSc1nc2c(oc3ccccc32)c(=O)n1C(C)C,5.6%,7.9%
Cc1nc2ccc(S(=O)(=O)NC(C(=O)N3CCN(c4ccc(Cl)cc4)CC3)C(C)C)cc2s1 (stereo unspecified),1.4%,0.0%

# In the list so far, 4 have a nitro group on carbon.
SMILES,FLuc counter,BRCA1 expr act
Cc1c(NC(=O)c2nc3ccccc3nc2N2CCCCC2)cccc1[N+](=O)[O-],-8.9%,4.3%
CCNc1ccc(-c2nc(-c3ccncc3)no2)cc1[N+](=O)[O-],-11.9%,29.5%
COc1ccccc1-c1noc(-c2ccc(NC3CCCC3)c([N+](=O)[O-])c2)n1,?,0.1%
COc1ccc(-c2nnc(SCC(=O)c3ccc([N+](=O)[O-])cc3)o2)cc1OC,1.3%,13.1%

# In another format: entries from further up
Cc1cc(N2CCC(C(=O)N(CC(C)C)CC(C)C)CC2)n2nc(C)c(-c3ccc(Cl)cc3)c2n1
- FLuc counter: 1.4%
- BRCA1 expr act: -5.1%

Cc1ccc(Cl)cc1N1CCN(CCNC(=O)Nc2ccccc2Cl)CC1
- FLuc counter: 4.4%
- BRCA1 expr act: 0.0%

COc1ccccc1CNC(=O)CC(c1ccc(OC)c(OC)c1)N1Cc2ccccc2C1=O (stereo unspecified)
- FLuc counter: -1.3%
- BRCA1 expr act: -16.3%

# Going on with the list.
SMILES,FLuc counter,BRCA1 expr act
COc1ccccc1-c1cc2nc(C)c(CCC(=O)Nc3ccc(Br)c(C)c3)c(C)n2n1,-18.7%,-4.9%
CN(C(=O)CSc1nc2ccc(NC(=O)CCc3ccccc3)cc2s1)c1ccccc1,-12.3%,-47.9%
CCOC(=O)c1ccccc1NC(=O)CN(c1cccc(C)c1C)S(=O)(=O)c1ccccc1,4.0%,-17.0%
O=C(Nc1ccccc1C(F)(F)F)C1CCN(c2nnc(-n3cccc3)s2)CC1,2.1%,37.6%
CCc1ccc(-c2[nH]c3c(c2-c2c(-n4cccc4)n(C)c(=O)[nH]c2=O)c(=O)[nH]c(=O)n3C)cc1,-2.9%,-0.5%
CCOc1ccc(-n2c(Cc3ccccc3)nnc2SCc2nc(-c3cccs3)no2)cc1,-14.1%,6.3%
Cc1ccccc1CSCc1ccc(C(=O)NCCc2ccccc2)o1,-14.6%,0.0%
Cc1cccc(NC(=O)CN2C(=O)CC(c3ccccc3)Sc3ccccc32)c1 (stereo unspecified),-5.6%,-33.5%
Cc1ccc(C)c(CSc2cn(CCNC(=O)c3cccs3)c3ccccc23)c1,3.3%,-44.0%
COc1ccccc1-c1nn(CCC(=O)Nc2ccccc2)c2nc(C)cc(C)c12,-15.7%,1.8%
COc1ccc(NCc2cc3cc4c(cc3n(CC(=O)Nc3cc(C)ccc3C)c2=O)OCCO4)cc1,-2.3%,-0.9%
Cc1ccc(Cn2c(=O)n(CCCCC(=O)NCc3ccccc3Cl)c(=O)c3ccccc32)cc1,2.1%,-25.3%
COc1ccc(OC)c2sc(NC(=O)c3ccc(S(=O)(=O)N4CCCC4)cc3)nc12,-1.0%,40.7%
CCOc1ccc(-n2c(SCC(=O)c3ccccc3)nc3c([nH]c4ccccc43)c2=O)cc1,1.3%,-5.1%
COc1cc(-c2noc(-c3ccc(NC4CCCC4)c([N+](=O)[O-])c3)n2)cc(OC)c1OC,-6.2%,-1.7%
COCCCNC(=O)CSc1nc2cc(OC)c(OC)cc2c2nc(-c3ccccc3)nn12,-1.1%,0.1%
CCc1ccc(Oc2c(C(F)(F)F)oc3c(CN4CCN(C)CC4)c(O)ccc3c2=O)cc1,-0.4%,9.5%
NC(=O)Cn1c(=O)n(-c2ccc(F)c(Cl)c2)c(=O)c2sc3ccccc3c21,0.8%,-9.9%
CC(C)c1ccc(NC(=O)CSc2nc(=O)n(Cc3cccnc3)c3c2CCC3)cc1,-13.1%,-43.2%
COc1ccc(C(=O)NC2CC(=O)N(c3ccc4c(c3)OCCO4)C2)cc1 (stereo unspecified),2.6%,3.1%
CCCCCn1c(CCCNC(=O)c2ccccc2OC)nc2ccccc21,4.7%,-19.4%
CC1CCC(C(=O)NC(C(=O)OCC(=O)c2ccc(Br)cc2)C(C)C)CC1 (stereo unspecified),-6.2%,-7.0%
COc1ccc(CCNc2nc3c(-c4cccc(C)c4)nnn3c3ccccc23)cc1OC,-3.7%,0.0%
COc1ccc(C2C(C(=O)Nc3ccccc3)=C(C)Nc3nc(-c4ccccc4)nn32)c(OC)c1 (stereo unspecified),-10.6%,-2.7%
Cc1cccc(-n2c(=O)c3c(c4cc(C)ccc4n3C)n(CC(=O)NCC3CCCO3)c2=O)c1 (stereo unspecified),-0.1%,6.2%
CCS(=O)(=O)N1CCCc2cc(C(=O)Nc3cccc(C(C)=O)c3)ccc21,-6.1%,0.0%
